# High-throughput results (PubChem)
# PvdQ acylase: P. aeruginosa PvdQ acylase inhibition. purified PvdQ acylase, fluorescence plate reader. inhibition, % at 10 µM. hit rate 0.063% among 340,000; in the data active means inhibition above about 30%, passing the limit was not always enough;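 further: 0% = vehicle neutral wells and 100% = reference inhibitor wells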
# PfHsp90 set2: inhibits growth of yeast expressing Plasmodium falciparum Hsp90; S. cerevisiae expressing PfHsp90, BacTiter-Glo ATP, 48 h; yeast lacking PDR1 and PDR3 efflux regulators; hit rate 0.32% among 310,000; inhibition, % at 9.4 µM; AID 504621;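 active means every replicate shows inhibition above about 80%, whatever the replicate mean, limit read from the data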;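 further: 0% = DMSO neutral controls and 100% = 20 µM radicicol positive controls; yeast relying on Plasmodium falciparum Hsp90 in place of its own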
# CAL PDZ inh: human CAL PDZ-peptide interaction inhibition; purified CAL PDZ, TMR-peptide fluorescence polarization, 1 h; inhibition, % at 20 µM; hit rate 0.02% among 330,000; AID 504414;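 active means highest replicate inhibition of at least 40%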;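 further: plate controls were DMSO neutral control wells for no effect and unlabeled competitor peptide control wells for full effect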
#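 Test system: tagged CAL PDZ domain / Buffer or medium: sodium phosphate/NaCl buffer pH 7.4 with TCEP, IgG, Thesit / Reagent: TMR-labelled reporter peptide T*-PRC34 bound in PDZ groove / Compound dosing: single point, 20 µM / Schedule: 1 h incubation at room temperature before polarization reading / Technique: fluorescence polarization (mP) / Benchmarks: unlabelled peptide, DMSO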
# phage Ecoli inh: E. coli growth loss with phage present | growth absorbance | inhibition, % at 11.9 µM | hit rate 0.26% among 360,000; in the data active means inhibition above about 11%
# DAGLB inhibitor: diacylglycerol lipase beta (human) inhibition | inhibition, % at 5.17 µM | hit rate 0.059% among 340,000 | HEK293T DAGLB membrane lysate, EnzChek fluorogenic substrate | Q8NCG7; in the data active means inhibition above about 34%;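 further: 0% = enzyme with vehicle and 100% = wells lacking enzyme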
# Target sequence (Q8NCG7 whole entry, looked up): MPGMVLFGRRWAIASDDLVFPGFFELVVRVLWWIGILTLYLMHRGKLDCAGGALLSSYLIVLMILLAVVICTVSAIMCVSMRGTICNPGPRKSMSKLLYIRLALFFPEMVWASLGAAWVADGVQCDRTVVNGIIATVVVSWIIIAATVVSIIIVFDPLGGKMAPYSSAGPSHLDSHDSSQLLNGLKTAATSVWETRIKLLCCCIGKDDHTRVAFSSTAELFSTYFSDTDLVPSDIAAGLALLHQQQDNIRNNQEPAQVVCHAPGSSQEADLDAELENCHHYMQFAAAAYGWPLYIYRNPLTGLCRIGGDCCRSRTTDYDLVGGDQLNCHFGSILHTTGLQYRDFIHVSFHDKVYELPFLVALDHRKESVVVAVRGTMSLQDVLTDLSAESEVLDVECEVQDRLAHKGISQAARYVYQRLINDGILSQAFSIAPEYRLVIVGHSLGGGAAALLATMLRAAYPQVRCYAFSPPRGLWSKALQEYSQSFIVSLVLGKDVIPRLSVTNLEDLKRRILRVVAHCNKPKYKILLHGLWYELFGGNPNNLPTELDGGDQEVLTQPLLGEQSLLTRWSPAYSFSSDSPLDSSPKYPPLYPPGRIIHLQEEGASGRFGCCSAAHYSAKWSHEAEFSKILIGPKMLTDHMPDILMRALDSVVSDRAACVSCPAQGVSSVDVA
# Tat transport: blocks Tat-dependent protein export in E. coli; inhibition, % at 10 µM; E. coli MC4100 TorA-mCherry Tat export, fluorescence; hit rate 0.036% among 340,000; AID 488895;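 active means mean replicate inhibition at least 50% and at least half of replicates individually reaching 50%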;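 further: exported cargo escapes ClpAP degradation while cytoplasmic cargo is degraded and loses fluorescence; 0% = median of neutral control wells and 100% = median of NaSCN control wells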
# Wnt act: activators of Wnt/beta-catenin signaling; activation, % at 9.35 µM; Wnt/beta-catenin reporter cell assay, activator, plate reader; AID 743398; hit rate 1.2% among 300,000; in the data active means activation above about 30%, passing the limit was not always enough;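 further: 0% = neutral control wells and 100% = positive control wells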
# E coli growth: counter-screen for AddAB inhibitors: E. coli growth inhibition | E. coli V3065 growth, OD600 absorbance, 18 h | inhibition, % at 11.9 µM | hit rate 0.27% among 330,000 | AID 449728;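 active means inhibition above the campaign's mean inhibition across all tested compounds plus 3 SD, cut at about 9.9% in these data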;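 further: uninfected addAB+ strain grown without phage in ampicillin broth; 0% = DMSO wells and 100% = ciprofloxacin 0.95 µg/ml wells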
# AddAB inh: less growth of phage-infected E. coli with AddAB; E. coli expressing H. pylori AddAB, absorbance growth; inhibition, % at 11.9 µM; hit rate 0.29% among 330,000; AID 435030; in the data active means inhibition above about 12%;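 further: 0% = vehicle wells of infected cells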
# Rtt109 HAT inh: blocks Candida albicans Rtt109/Vps75 acetyltransferase activity | Q5AAJ8 | purified Rtt109/Vps75, ThioGlo CoA-SH fluorescence, 4 h | inhibition, % at 34.9 µM | hit rate 0.16% among 330,000 | AID 540336;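 active means inhibition of at least 50% in every replicate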
# * hit, by the source's call; nt = not tested or not shown.
SMILES,PvdQ acylase,PfHsp90 set2,CAL PDZ inh,phage Ecoli inh,DAGLB inhibitor,Tat transport,Wnt act,E coli growth,AddAB inh,Rtt109 HAT inh
COc1ccccc1NC(=O)Cn1c(O)c(N=NC(=O)c2ccccc2O)c2ccccc21,-6,-26,-0.6,3.2,8,-2,9,-2.2,0.1,-3
CN(C(=O)COC(=O)/C=C/c1ccccc1[N+](=O)[O-])c1ccccc1,-17,-20,-1.2,0.2,1,-5,-1,1.9,3.0,-3
COc1ccc(S(=O)(=O)N2CCCN(Cc3cccc(F)c3)CC2)cc1,16,2,-0.5,6.2,-4,6,0,-1.6,-0.5,8
Nc1nc(SCC(=O)NN(c2ccccc2)c2ccccc2)n[nH]1,-11,28,-1.8,4.2,1,0,-8,0.5,2.2,1
CCc1ccc(C(=O)COC(=O)c2ccccc2OC)cc1,-20,-6,-1.5,0.6,-4,5,50*,-1.9,2.9,-39
COc1cc([N+](=O)[O-])ccc1NC(=O)Cc1ccc(F)cc1,8,10,-1.8,1.5,1,1,nt,1.3,3.3,4
Cc1ccc(Sc2cnn(-c3ccccc3)c(=O)c2Cl)cc1,-13,-11,-2.1,2.7,-21,-8,-3,1.2,-2.1,-15
Cc1cccc(N(CC(=O)NC(C)(C)C)C(=O)CS(=O)CC(=O)Nc2ccc3c(c2)OCO3)c1 (configuration not stated),-15,3,0.4,2.3,-3,-2,0,0.3,-2.7,-4
CCCc1cc(=O)oc2cc(C)cc(OCc3nn[nH]n3)c12,-8,4,0.0,2.5,3,0,nt,-0.5,-1.7,-15
O=C(Nc1ccc(N=Nc2ccccc2)cc1)c1ccc(Cl)cc1Cl,-1,-11,-2.8,-0.4,1,-9,nt,-3.4,1.7,nt
O=C(COC(=O)c1ccc(F)cc1)NC1CC1,-10,0,1.0,2.3,-2,-5,0,2.3,2.2,-3
CCN(CC(=O)Nc1ccc(Br)cc1)C(=O)Cc1cccc(F)c1,5,-11,-2.1,1.5,-3,-2,-4,0.4,3.4,14
COCCSc1nnc(NC(=O)CCS(=O)(=O)Cc2ccccc2)s1,-2,-50,-1.6,2.6,3,-2,0,-2.1,-1.5,-4
Cc1ccccc1OCC(=O)Nc1ccccc1N1CCC(C)CC1,6,16,0.0,2.0,-13,4,0,-1.3,3.3,8
COc1cc(NC(=O)Cc2ccccc2)cc(OC)c1,-11,25,-0.4,1.6,-3,5,nt,-2.9,1.2,-1
CCN(CC)S(=O)(=O)c1ccc2c(c1)N(CC(=O)Nc1ccc(NC(C)=O)cc1)C(=O)CO2,-12,-22,-0.9,1.1,-6,-8,1,-2.1,1.0,-2
Cc1nn(C)c(C)c1/C=C/C(=O)c1ccccc1,-9,-16,-1.4,0.9,1,-7,nt,-2.9,3.0,-9
COC(=O)Cn1cnc2c(nnn2-c2cccc(OC)c2)c1=O,-10,2,-0.7,1.3,-1,6,3,1.7,2.7,2
COc1ccc(-n2c(SCC(=O)Nc3ccc(NC(C)=O)cc3)nc3c([nH]c4ccccc43)c2=O)cc1OC,9,-1,-3.8,1.0,-2,-2,1,0.6,0.2,4
CCCCN(C(=O)CCn1c(=O)oc2ccccc21)c1ccccc1,-5,-14,0.4,4.1,-1,7,-3,0.9,-0.8,-4

# Record cards, as listed above:
# CN(C(=O)COC(=O)/C=C/c1ccccc1[N+](=O)[O-])c1ccccc1 is entered as PvdQ acylase = -17; PfHsp90 set2 = -20; CAL PDZ inh = -1.2; phage Ecoli inh = 0.2; DAGLB inhibitor = 1; Tat transport = -5; Wnt act = -1; E coli growth = 1.9; AddAB inh = 3.0; Rtt109 HAT inh = -3
# COc1ccc(-n2c(SCC(=O)Nc3ccc(NC(C)=O)cc3)nc3c([nH]c4ccccc43)c2=O)cc1OC is entered as PvdQ acylase = 9; PfHsp90 set2 = -1; CAL PDZ inh = -3.8; phage Ecoli inh = 1.0; DAGLB inhibitor = -2; Tat transport = -2; Wnt act = 1; E coli growth = 0.6; AddAB inh = 0.2; Rtt109 HAT inh = 4
# COc1cc(NC(=O)Cc2ccccc2)cc(OC)c1 is entered as PvdQ acylase = -11; PfHsp90 set2 = 25; CAL PDZ inh = -0.4; phage Ecoli inh = 1.6; DAGLB inhibitor = -3; Tat transport = 5; Wnt act = nt; E coli growth = -2.9; AddAB inh = 1.2; Rtt109 HAT inh = -1

# Back to the main list, starting 3 compounds before the break.
SMILES,PvdQ acylase,PfHsp90 set2,CAL PDZ inh,phage Ecoli inh,DAGLB inhibitor,Tat transport,Wnt act,E coli growth,AddAB inh,Rtt109 HAT inh
COC(=O)Cn1cnc2c(nnn2-c2cccc(OC)c2)c1=O,-10,2,-0.7,1.3,-1,6,3,1.7,2.7,2
COc1ccc(-n2c(SCC(=O)Nc3ccc(NC(C)=O)cc3)nc3c([nH]c4ccccc43)c2=O)cc1OC,9,-1,-3.8,1.0,-2,-2,1,0.6,0.2,4
CCCCN(C(=O)CCn1c(=O)oc2ccccc21)c1ccccc1,-5,-14,0.4,4.1,-1,7,-3,0.9,-0.8,-4
CCC1CCCCN1CCCNC(=O)C(C)n1nc(C)c2sc3ccccc3c2c1=O (configuration not stated),-12,-25,-1.2,1.8,1,-2,-3,-0.6,1.6,3
O=C1C2CC=C(Cl)CC2C(=O)N1CN(Cc1ccco1)CN1C(=O)C2CC=C(Cl)CC2C1=O (configuration not stated),-9,-1,-0.2,0.2,1,9,-1,-2.8,0.5,-2
Nc1nc(NCC2CCCO2)nc(Nc2cccc(F)c2)c1[N+](=O)[O-] (configuration not stated),-1,2,-0.3,3.1,2,18,-2,-1.3,1.4,-19
O=C(CCN1C(=O)c2ccccc2S1(=O)=O)Nc1ccc(Cl)cc1,-4,nt,-3.7,1.3,0,0,4,nt,nt,6
CCOC(=O)c1cnc(-c2ccccc2)nc1N1CCOCC1,-4,-3,-0.7,3.2,-1,0,-7,-0.6,1.1,-19
Cc1ccc(CN(Cc2ccccc2)C(=S)NCC(=O)NCc2cccnc2)o1,-18,-1,nt,-0.9,-1,3,0,1.4,-11,-2
O=C1C2C(C(=O)N1/N=C/c1cccc([N+](=O)[O-])c1)C1C=CC2C12CC2 (configuration not stated),-8,-2,-0.8,3.0,1,-9,23,-0.9,1.3,7
CCCC(=O)Nc1ccc(C(=O)Nc2ccc([N+](=O)[O-])cc2OC)cc1,6,2,-1.3,4.4,-4,0,-1,0.7,-0.1,-4
CCCC(=O)Nc1cc(C(=O)N(C)CC(OC)OC)ccc1S(=O)(=O)c1ccc(C)cc1,-7,-14,-1.1,1.1,-4,6,0,-0.2,1.0,0
Nc1nonc1-n1nnc(C(=O)N/N=C/c2ccccc2Cl)c1COc1ccc(F)cc1,-4,-7,2.1,3.9,-6,-3,0,-2.2,5.7,9
O=S(=O)(Nc1ncnc2sccc12)c1cccc(F)c1,28,-1,-0.1,2.8,0,6,1,-1.4,2.4,8
CCCCC(=O)O[C@H]1CC[C@H]2[C@@H]3CCc4cc(O)ccc4[C@H]3CC[C@]12C,-12,-2,-1.8,3.9,-13,3,0,-0.9,97*,3
NS(=O)(=O)c1ccc(-n2nncc2-c2ccco2)cc1,-10,9,-1.8,1.0,1,13,-2,-2.4,2.0,-19
Cc1nn(Cc2ccccc2)c(C)c1C(=O)N1CCN(S(=O)(=O)/C=C/c2ccccc2)CC1,-4,-37,-1.0,0.1,-1,-10,-4,-1.8,-2.1,-1
O=C(Nc1ccccc1C(=O)N1CCOCC1)c1ccc(Cl)cc1,2,-4,-1.7,3.0,-2,-2,-8,-0.1,0.1,nt
Cc1cc(C)nc(NS(=O)(=O)c2ccc(N=NN(C)C)cc2)n1,-12,10,-0.8,0.8,-3,-12,-1,-0.1,3.3,-6
CCCCn1c(O)c(C(CC)=Nc2ccc3c(c2)CCC3)c(=O)[nH]c1=O,-10,-3,-1.8,3.2,-1,-4,-4,2.5,2.6,8
O=C(NCc1ccc(F)cc1)C1Cc2ccccc2CN1C(=O)c1ccco1 (configuration not stated),-14,14,-3.4,4.3,1,-3,-1,1.8,1.4,9
C=C(C)c1cccc(C(C)(C)NC(=O)NC2CCCC2)c1,-9,16,0.4,1.7,2,2,-6,1.1,-0.2,-9
Cc1ccccc1OCCn1c(=O)sc2ccccc21,-10,-21,-2.3,0.4,-8,9,-1,-3.4,2.1,-3
COc1ccc(C(=O)OCC(=O)N2CCc3ccccc3C2)cc1OC,-18,nt,-0.5,2.4,-1,-2,-6,2.4,-1.2,4
O=C(COC(=O)c1cnccn1)NCCc1ccccc1,17,5,-0.2,-0.9,1,-8,nt,0.8,-0.5,0
COC(=O)c1cc(S(=O)(=O)N2CCC(c3ccccc3)C2)c[nH]1 (configuration not stated),-3,-17,-3.1,0.9,2,-1,-4,-0.9,-0.3,0
CC(C)C[C@H](NC(=O)CCn1nnc2ccccc2c1=O)C(=O)O,-12,4,-0.4,1.1,-3,0,5,-0.3,2.7,5
CNc1nc(NN)nc(Nc2ccccc2)n1,-3,4,-2.2,-3.1,-1,4,0,1.0,2.9,4
CC1CN(Cc2ccccc2)C(=S)N(c2ccccc2)C1=O (configuration not stated),2,-7,-0.4,3.3,-5,-6,-3,nt,nt,-6
